ALOX12 inh: Primary qHTS assay for inhibitors of human arachidonate 12S-lipoxygenase (ALOX12): Round 2; Polyunsaturated fatty acid lipoxygenase ALOX12 (Homo sapiens), P18054; Potency, µM (series often up to 108 µM), for inactives: at the top dose activity change, negative = inhibition, most hits filed as inhibitors; purified 12hLO, xylenol orange hydroperoxide absorbance; hit rate 1.1% among 580,000; further: potency means the concentration at half of the fitted maximal effect; on the % scale 0 is the no-effect control and ±100 the full control effect
Target sequence (P18054 whole entry, looked up): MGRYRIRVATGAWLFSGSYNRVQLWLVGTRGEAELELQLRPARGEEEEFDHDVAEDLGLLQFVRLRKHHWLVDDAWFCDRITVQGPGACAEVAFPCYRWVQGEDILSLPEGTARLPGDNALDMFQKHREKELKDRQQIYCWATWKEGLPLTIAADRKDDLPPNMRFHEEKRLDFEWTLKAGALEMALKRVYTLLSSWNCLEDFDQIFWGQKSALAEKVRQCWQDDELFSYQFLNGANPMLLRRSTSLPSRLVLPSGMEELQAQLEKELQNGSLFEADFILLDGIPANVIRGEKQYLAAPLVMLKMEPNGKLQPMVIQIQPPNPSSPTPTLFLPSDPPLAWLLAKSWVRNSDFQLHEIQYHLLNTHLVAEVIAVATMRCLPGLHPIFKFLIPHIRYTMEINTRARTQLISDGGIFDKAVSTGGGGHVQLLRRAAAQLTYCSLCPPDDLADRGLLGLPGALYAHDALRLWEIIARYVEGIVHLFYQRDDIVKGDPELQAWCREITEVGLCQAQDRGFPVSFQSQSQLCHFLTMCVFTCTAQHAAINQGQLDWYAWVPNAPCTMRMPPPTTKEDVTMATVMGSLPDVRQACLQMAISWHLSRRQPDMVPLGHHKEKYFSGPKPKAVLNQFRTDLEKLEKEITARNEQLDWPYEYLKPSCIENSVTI
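Purified human 12hLO at 150 nM in 25 mM Hepes, 0.01% Triton X-100, pH 7.0, preincubated 15 min at room temperature with compound. Reaction started with 40 uM arachidonic acid, 30 min at room temperature. Hydroperoxide measured by Fe-xylenol orange, 573/405 nm absorbance ratio.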
LDHA block: qHTS assay for inhibitors of human lactate dehydrogenase; L-lactate dehydrogenase A chain (Homo sapiens), P00338; purified LDHA, NADH/diaphorase-resazurin fluorescence; active compounds read low; activity change, % (values are at about 110 or 230 µM); hit rate 0.15% among 480,000; AID 1347041, 2019; in the data active means activity change below about -30%; inconclusive means mostly about -25% to -30%;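 further: plate controls were DMSO wells for no effect and wells without enzyme for full effect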
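Human LDH5 at 2 nM final in Tris HCl pH 7.4 with 0.06 mM NADH and 0.2 mM pyruvate, reacted 5 minutes at room temperature. Remaining NADH coupled via diaphorase/resazurin; resorufin fluorescence read at 0 and 20 minutes, normalized to enzyme-free and DMSO wells.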
ERG Ets-DNA blk: qHTS for Small Molecule Inhibitors of the ERG Ets/DNA interaction. Transcriptional regulator ERG (Homo sapiens), P11308. fluorescence polarization, His-ERG Ets domain / labelled DNA. Potency, µM (series often up to 76.9 µM), for the others: top-dose FP activity, negative = inhibition, usual class: inhibitors. hit rate 0.028% among 370,000. AID 624246, 2012; active means well fitted inhibition curve with a large enough effect in the polarisation, with a control signal flat; inconclusive means small, poorly fitted or top-dose-only effect, or effect the other way, or a change in a side signal; inactive means no such curve, though single readings can be large or run the other way; the % refers to the polarisation;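 further: polarization taken with two DNA probes labelled with fluorescein and Texas red; potency means the concentration at half of the fitted maximal effect; % of control where 0% means no effect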
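His-tagged ERG Ets domain (1 uM in the protein solution; 300mM KCl, 50mM Tris-HCl, 1mM EDTA, 1mM DTT, pH 7.5) received compound, then a probe mix of 5 nM fluorescein-DNA and 100nM Texas-615-DNA. Fluorescence polarization was read for both dyes.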
D2 antagonist: HTS Assay for Allosteric Antagonists of the Human D2 Dopamine Receptor: Primary Screen for Antagonists; HEK293 TREx D2 cells, calcium flux, dopamine EC80; inhibition, % at 10 µM; hit rate 2% among 340,000; in the data active means inhibition above about 30%; further: 0% is about no effect
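Tetracycline-induced HEK293 TREx cells expressing D2 receptor forced-coupled to calcium signalling, loaded with no-wash calcium dye. Compounds added and calcium flux read 180 s, then dopamine added at EC80 and read a further 180 s.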
Glioma ERSR ind: qHTS for Inducers of the Endoplasmic Reticulum Stress Response (ERSR) in Human Glioma: qHTS | U87-MG GRP78 promoter luciferase reporter, 16 h | Potency, µM, for the others: at the top dose activation, most hits filed as activators | hit rate 0.02% among 420,000 | AID 602332, 2012; further: potency means the concentration at half of the fitted maximal effect; series mostly up to about 76 µM; % of control where 0% means no effect; nearly all actives have a fitted effect of over 35% in size
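Stably transfected U87-MG human glioma cells carrying a GRP78-based luminescent sensor were seeded at 1000 cells/well, pin-dosed with compounds and incubated 16 h. Luciferase reagent was then added, and end-point luminescence was read after 10 min at room temperature.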
Vif-A3G inh: qHTS for Inhibitors of Vif-A3G Interactions: qHTS. hit rate 0.076% among 410,000. AID 602310, 2012. Potency, µM (series often up to 46.1 µM), for inactives: top-dose activity, negative = active, usual class: inhibitors. DNA dC->dU-editing enzyme APOBEC-3G (Homo sapiens), Q9HC16. HeLa A3G-eYFP + Vif (tagged APOBEC3G with the HIV-1 protein that degrades it), YFP fluorescence, overnight;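 further: potency means the concentration at half of the fitted maximal effect; on the % scale 0 is the no-effect control and ±100 the full control effect; nearly all actives have a fitted effect of over 60% in size; hits raise eYFP signal because A3G escapes Vif-driven loss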
Target sequence (Q9HC16 whole entry, looked up): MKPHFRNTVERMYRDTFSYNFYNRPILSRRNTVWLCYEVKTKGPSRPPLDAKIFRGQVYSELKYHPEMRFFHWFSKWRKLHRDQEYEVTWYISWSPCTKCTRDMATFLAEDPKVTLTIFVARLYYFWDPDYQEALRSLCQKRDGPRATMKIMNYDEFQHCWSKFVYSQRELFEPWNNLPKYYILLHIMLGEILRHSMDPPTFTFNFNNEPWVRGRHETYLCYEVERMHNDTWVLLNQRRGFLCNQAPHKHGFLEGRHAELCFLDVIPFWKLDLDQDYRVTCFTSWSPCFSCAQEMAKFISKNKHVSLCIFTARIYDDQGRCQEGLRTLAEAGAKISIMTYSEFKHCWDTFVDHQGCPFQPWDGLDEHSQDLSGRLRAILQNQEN
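Read-out is eYFP fluorescence (Ex 488/Em 500-530) from Vif-expressing HeLa A3G-eYFP cells; more signal means A3G escaped Vif-mediated degradation. Cells plated overnight, compound pinned in, incubated overnight at 37 deg C.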
RGS4 inh: Inhibitors of Regulator of G Protein Signaling (RGS) 4: qHTS; AID 504845, 2011; Transcreener GDP fluorescence polarization, RGS4-accelerated GTP hydrolysis; Regulator of G-protein signaling 4 (Homo sapiens), P49798; Potency, µM (highest dose often 114 µM), inactives show at the highest dose activity change, negative = inhibition, actives largely listed as inhibitors; hit rate 0.039% among 390,000; further: potency means the concentration at half of the fitted maximal effect; on the % scale 0 is the no-effect control and ±100 the full control effect; nearly all actives have a fitted effect of over 75% in size; some results filed as inactive show a strong effect at the top dose
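MLSMR compounds (23 nl, pin-transferred) preincubated 10 min at room temperature with a 500nM (2x) first reagent, then RGS4 at 900nM (2x) plus Transcreener GDP mix added; fluorescence polarization (620/688 nm) read before and after 90 min at 30 °C.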
D2 agonist: HTS Assay for Allosteric Agonists of the Human D2 Dopamine Receptor: Primary Screen for Agonists; activation, % at 2 µM; hit rate 0.53% among 340,000; HEK293 T-REx D2 cells, calcium flux agonist mode; AID 485358, 2010;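 active means activation over 3 SD above normal in the single-dose calcium agonist read, cut at about 30% in these data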; further: 0% is about no effect
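Tetracycline-induced HEK293 Trex cells with D2 receptor force-coupled to calcium signaling, plated overnight at 30 C and loaded with no-wash calcium dye. Calcium flux read kinetically for 180 s after compound addition; responses flag agonists.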
Vif-A3F inh: qHTS for Inhibitors of Vif-A3F Interactions: qHTS. AID 602313, 2012. Potency, µM (titrated, usually from 46.1 µM), for inactives: at the top dose activity, negative = active. HeLa A3F-eYFP + Vif (tagged APOBEC3F with the HIV-1 protein that degrades it), YFP fluorescence increase. hit rate 0.2% among 390,000; further: potency means the concentration at half of the fitted maximal effect; % of control where 0% means no effect; nearly all actives have a fitted effect of over 65% in size
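Fluorescence increase (Ex 488/Em 500-530) after overnight compound treatment at 37 deg C flags inhibition of Vif-driven A3F-eYFP loss in stable HeLa A3F-eYFP/Vif cells seeded overnight beforehand.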
* marks the source's active call; other numbers are inactive results; ? = inconclusive; · = no result given; & = joins results of further samples; [ ] = another dose, or the depositor's remark. Unless noted, the call rests on the fitted dose curve; in most records, active means well fitted curve in the direction sought with a large enough effect; inconclusive means small, poorly fitted or top-dose-only effect, or another doubt; inactive means no such curve, though single readings can be large; an effect the other way counts as inactive or inconclusive. Not all compounds are listed; count on the stated rates, not on these rows.

SMILES	ALOX12 inh	LDHA block	ERG Ets-DNA blk	D2 antagonist	Glioma ERSR ind	Vif-A3G inh	RGS4 inh	D2 agonist	Vif-A3F inh
CCc1nc2ccc(C(=O)NCCOc3ccc(OC)cc3)cn2c1N(CC)CCOC	-3%	-2	·	·	1%	-2%	·	·	·
O=C1CC(c2ccccc2)=NO1	?	?	11%	·	-2%	-3%	?	·	7%
CCOC(=O)CCCSc1nnc(CCCCCN2C(=O)c3cccc4cccc(c34)C2=O)o1	-5%	-5	-7%	-1	-4%	-4%	11%	0.3	9%
CC(C)CCNC(=O)c1ccc(Cn2c(=S)[nH]c3ccccc3c2=O)cc1	127%[activator]	-8	2%	20	-2%	-4%	-49%	-0.2	-11%
S=C(NCc1ccccc1)Nc1nccs1	?	-4	-1%	10	1%	-8%	-17%[56.9 µM]	0.4	?
COc1ccc(NC(=O)C2Cc3c(-c4ccc(Cl)cc4)ccnc3O2)cc1 (configuration not stated)	?	-4	·	·	-3%	-23%	·	·	·
O=C(CCCc1ccccc1)Nc1ccccc1C(F)(F)F	-6%	0	6%	-6	-1%	0%	2%	0.7	0%
CCC(C)(C)n1nnnc1C(c1cc2cc(C)ccc2[nH]c1=O)N1CCCC1 (configuration not stated)	5%	6	6%	-1	-1%	-4%	-43%	0.1	0%
CSc1ccc(-c2ccco2)nn1	-28%	-5	0%	11	-2%	-2%	-5%	1.0	-10%
Cc1ccnc(NC(=O)Nc2ccc3c(c2)OCO3)c1	-11%	1	8%	-5	0%	0%	-5%	1.6	-2%
O=C(CCS(=O)(=O)c1nc(-c2ccc3c(c2)OCO3)cc(C(F)(F)F)n1)Nc1ccccc1C(F)(F)F	-45%	1	2%	·	-1%	5%	-21%	·	4%
CC1CCCCN1CC(O)COc1ccc(OCC(O)CN2CCCCC2C)cc1 (configuration not stated)	13%	-1	-2%	-12	-4%	0%	16%	1.6	-3%
CCOC(=O)c1cc(C#N)c(SCC(=O)O)[nH]c1=O	-18%	6	4%	13	-4%	4%	0%	0.2	1%
Cc1ccc(-n2nc(CO)c(C(=O)NCCCCc3ccccc3)n2)cc1	-14%	0	1%	·	-2%	2%	-7%	0.6	-7%
O=C(Cc1ccccc1)NCCN1CCCC1	-4%	-4	-6%	13	1%	-1%	20%	0.9	1%
Cc1c(C(=O)OCC(=O)N(CC(C)C)c2c(N)n(Cc3ccccc3)c(=O)[nH]c2=O)oc2ccccc12	-9%	-1	0%	-39	-6%	-6%	-8%	2.8	5%
CCOc1ccccc1N1CCN(Cc2ccc(OC)c(OC)c2OC)CC1	?	-15	3%	23	-7%	1%	-17%	-3.2	-18%
COc1ccc(-c2nc(-c3cccc(C(F)(F)F)c3)no2)cc1OC	0%	-8	0%	3	-4%	2%	2%	0.5	-3%
Cn1c2c(c(=O)n(C)c1=O)C(C(F)(F)F)(C(F)(F)F)N=C(C1CCCCC1)N2	2%	-4	13%	-11	-5%	0%	-15%	0.0	4%
COc1ccc(NC(=O)C2CCN(S(=O)(=O)c3ccc(Br)s3)CC2)cc1OC	-2%	-11	5%	-16	-3%	-1%	8%	-0.7	2%
Cc1c(C(=S)NC(=O)C2CC2)c(=O)n(-c2ccccc2)n1C	-11%	0	10%	-6	-6%	0%	-24%	0.3	2%
COc1ccc(-c2csc(NC(=O)COc3ccc(N(C)S(=O)(=O)c4ccc(C)cc4)cc3)n2)cc1	-1%	-1	3%	14	0%	-1%	15%	2.0	-1%
C=COC(=O)CSc1snc(SCC(=O)OC)c1C#N	-9%	-4	16%	-4	-4%	-1%	-11%	0.6	-11%
CCC(=O)Nc1nnc(SCC(=O)NCCc2ccc(OC)c(OC)c2)s1	37%[activator]	1	-15%	11	-4%	1%	8%	0.5	0%
CC(=O)c1ccn(S(=O)(=O)c2ccc(Cl)cc2)c1	-19%	-11	1%	5	-5%	2%	2%	0.6	-11%

Going on with the list:
SMILES	ALOX12 inh	LDHA block	ERG Ets-DNA blk	D2 antagonist	Glioma ERSR ind	Vif-A3G inh	RGS4 inh	D2 agonist	Vif-A3F inh
Nc1cccc(-c2nc3ccccc3s2)c1	-23%	-17	13%	-3	-13%	1%	30%	-0.1	-5%
CCc1ccccc1-n1c(SCC(=O)Nc2ccc3c(c2)OCCO3)nc2[nH]ncc2c1=O	26%	2	0%	-2	-2%	-7%	-10%	-0.7	-5%
c1coc(CNc2ncnc3ccccc23)c1	29%	-10&-1	3%	-5	-3%&-4%	-1%&-3%	-21%	1.1	·
Cc1ccnc(NC(=O)CCNC(=O)c2ccc(Br)cc2)c1	8%	-3	·	·	4%	-3%	·	·	0%
COc1cccc(OCCn2cccc2/C=C2/C(=N)N3OC(C)=CC3=NC2=O)c1	-7%	-1	-7%	9	-3%	2%	-5%[11.4 µM]	-0.4	-1%
COc1cc2c(cc1NC(=O)CN1CCN(S(=O)(=O)c3ccc(F)cc3)CC1)oc1ccccc12	285%[activator]	1	0%	4	-9%	1%	-10%	5.0	4%
CCCCNC(=O)C1C2C=CC3(CN(Cc4ccccc4Cl)C(=O)C13)O2 (configuration not stated)	52%[activator]	0	2%	20	-3%	4%	-35%	-0.2	-16%
COc1ccc(Cc2c(N)nc(C)nc2N)cc1	-6%	-8	8%	3	-3%	-4%	-6%	-2.0	-1%
CCOC(=O)/C(C#N)=C/c1cc2ccc(C)cc2nc1Cl	-26%	-4	4%	2	2%	-5%	6%	1.8	1%
Cc1cccc(NC2SC(=O)NC2=O)c1 (configuration not stated)	-6%	-7	-7%	13	-5%	5%	17%	-0.3	-6%
Nc1ccc2sc(N)nc2c1	12%	1	-4%	8	1%	0%	-21%	0.0	-3%
CCOC(=O)c1c(NC(=O)C2c3ccccc3Oc3ccccc32)sc(C(=O)N(CC)CC)c1C	4%	3&2	2%	-14	-4%	-1%	?	1.1	0%
CSc1ncc(Cl)c(C(=O)NCc2ccc3c(c2)OCO3)n1	3%	-3	-1%	0	-3%	-1%	27%	0.4	-11%
COc1ccc(-c2noc(C3CCCN(C(=O)c4ccccc4C)C3)n2)cc1 (configuration not stated)	52%[activator]	1	-10%	-23	2%	-1%	-12%[56.9 µM]	-0.7	-7%
O=C(NN1CCCCC1)c1ccc(COc2ccc(Cl)cc2)cc1	0%	-8	-10%	0	1%	0%	-1%	-0.7	-1%
COc1ccc(-c2nn(C)c3sc(C(=O)N4CCN(c5cccc(C)c5C)CC4)cc23)cc1OC	?	0	0%	·	-2%	-2%	6%	-0.1	1%
COc1cc2c(cc1OC)CN(CC(=O)Nc1cccc(C(F)(F)F)c1)CC2	13%	1	9%	-14	-1%	7%	-2%	0.1	0%
C=CCn1c(N2CCCCCC2)nc2c1c(=O)n(C)c(=O)n2C	·	-1	·	-7	-3%	0%	12%	-2.1	-5%
COc1ccc(C(=O)N/N=C/c2ccccn2)cc1	6%	-5	·	·	-6%	-12%	·	·	-10%
O=C(COC(=O)CCC(=O)c1ccccc1)NCCc1ccccc1	-24%	0	5%	-12	0%	2%	-7%	-0.4	4%
O=C(CCC(=O)N1CCOc2ccccc21)NC1CCCCCC1	9%	-6	0%	17	-2%	-1%	-4%	-0.5	1%
Cc1cc(N2C(=O)C3C4C=CC(C4)C3C2=O)ccc1NC(=O)c1cccs1 (configuration not stated)	?	-13	-4%	-3	-2%	2%	3%	-0.3	-21%
CCn1ccnc1CN(C)Cc1cn(-c2cccc(C)c2)nc1-c1cccc(F)c1	-25%	2	9%	·	-10%	-2%	40%	·	-25%
COc1ccc(N(CC(=O)Nc2ccccc2C(=O)NCC(C)C)S(C)(=O)=O)cc1	-26%	-3	12%	-4	-3%	2%	-24%	-0.4	8%
N#CCCN(C(=O)COC(=O)C1CCN(S(=O)(=O)c2cccs2)CC1)c1ccccc1	-1%	1	0%	-11	-2%	-3%	-7%	0.8	9%
Cc1ccc(S(=O)(=O)N2CCN(C(=O)c3cc(S(=O)(=O)N4CCOCC4)ccc3F)CC2)cc1	74%[activator]	-4	8%	·	4%	1%	9%	·	0%
COC(=O)C1CCN(C(=O)c2sc3nc(-c4ccccc4)cn3c2C)CC1	-7%	0	-17%	-9	7%	0%	0%	-1.4	-6%
CCc1ccccc1NC(=O)C(C)n1c(=O)cc(C)c2c(C)nn(-c3ccccc3)c21 (configuration not stated)	?	-10	-4%	·	-3%	-4%	0%	-0.3	-4%
CCN(c1ccccc1)S(=O)(=O)c1cc(C(=O)NCC(c2ccc(OC)cc2)N(C)C)ccc1C (configuration not stated)	-3%	-2	5%	·	2%	0%	-17%	·	-4%
